From PubChem BioAssay
SK-BR-3 tox 24h: SK-BR-3 proliferation inhibitors, primary screen, cell-based, human, 24 h; SK-BR-3 viability, CellTiter-Glo ATP luminescence; stronger effect = lower value; viability, % at 10 µM; actives 0.47% (n = 41,000);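 active means viability at or below the median of all test compounds minus 3 SD, in both replicates if run twice, cut at about 45% in these data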;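 further: 100% = median untreated cell wells and 0% = median positive control drug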
* marks the source's active call; other numbers are inactive results. These rows are one share of the data (hit frequency here may not be typical).

SMILES | SK-BR-3 tox 24h
O=C(CCC1COc2ccccc2O1)Nc1ncccc1O (stereo not given) | 95
O=C(c1cc(-c2ccccc2)on1)N1CCN(Cc2ccc3c(c2)OCO3)CC1 | 70
Nc1nc(CN2CCN(c3cccc(Cl)c3)CC2)nc(N2CCCc3ccccc32)n1 | 84
CCOc1ccc(/C(O)=C2/C(=O)C(=O)N(c3nc(C)c(C)s3)C2c2ccco2)cc1 (stereo not given) | 115
Cc1ccc(C)c(-n2c(CNC(=O)c3ccco3)nnc2SCC(=O)Nc2nccs2)c1 | 90
COc1cccc(OCCOc2c(OC)cccc2OC)c1 | 90
Cc1noc(NS(=O)(=O)c2ccc(N3Cc4ccccc4C3=O)cc2)c1C | 97
COC(=O)c1[nH]c2c(c1C)C(=O)CCC2 | 57
COC(=O)Cc1csc(N)n1 | 78
COc1ccccc1N=Cc1nc(-c2ccccc2)oc1OC(C)=O | 82
COc1cccc(C(=O)Nc2ccc3nc(N4CCN(c5ncccn5)CC4)cc(C)c3c2)c1OC | 76
c1ccc2[nH]c(NCCN3CCOCC3)nc2c1 | 98
COC(=O)C1=C(C)NC(=O)CC1c1cc2c(cc1Br)OCO2 (stereo not given) | 105
COc1ccc(C(=O)Nc2cccnc2)cc1S(=O)(=O)N1CCOCC1 | 92
CS(=O)(=O)N(CC(=O)O)c1ccc2c(c1)OCO2 | 94
COc1ccc2nc(COC(=O)c3ccco3)c(C(C)=O)[n+]([O-])c2c1 | 108
Nc1nc(CN2CCc3ccccc3C2)nc(Nc2ccccc2)n1 | 85
Cc1ccccc1NC(=O)NCc1ccco1 | 111
O=C(CN1C(=O)C2C3C=CC(C3)C2C1=O)N1CC=C(c2ccccc2)CC1 (stereo not given) | 82
COC(=O)c1c(NC(=O)c2nn(C)cc2Cl)sc2c1CCCC2 | 96
Cc1c(N(C)C(=O)c2ccco2)c(=O)n(-c2ccccc2)n1C | 97
C=CCNC(=O)c1scc2c1CCCC2 | 79
O=S(=O)(c1ccccc1)N1CCSC1c1ccco1 (stereo not given) | 106
Cc1ccc(OC(=O)CCC(=O)N2CCc3ccccc32)cc1 | 94
CC(=O)N1c2ccccc2NC2=C(C(=O)CCC2)C1c1ccc(F)cc1 (stereo not given) | 102

(cont.)
SMILES | SK-BR-3 tox 24h
CC1=C(C(=O)Nc2ccccc2)C(c2cccnc2)n2nc(-c3cccnc3)nc2N1 (stereo not given) | 79
N#Cc1c2n(cnc1=O)CCCCC2 | 79
COc1ccc(C2=Nn3c(nnc3-c3ccc(OC)cc3)SC2)cc1 | 84
COc1cc(Cl)c(S(=O)(=O)N2CCOCC2)cc1Cl | 93
O=C(CSc1ncc(-c2ccccc2)n1CC1CCCO1)N1CCCCC1 (stereo not given) | 100
O=C(CN1CCN(c2ccccc2)CC1)Nc1ccccc1C(F)(F)F | 76
Cc1cc(C)nc(N(C#N)CN2C(=O)c3ccccc3S2(=O)=O)n1 | 104
O=C(O)C1CCNCC1 | 96
CCOC(=O)c1cc2c(=O)n3ccccc3nc2n(Cc2ccccc2Cl)c1=N | 117
COc1ccc(-c2ccc(CCC(=O)O)n2C(C)C)cc1 | 112
CCOC(=O)c1[nH]c2ccc(F)cc2c1NC(=O)CN1CCc2cc(OC)c(OC)cc2C1 | 84
CCc1ccccc1NC(=O)COC(=O)C1CC(=O)N(c2ccc(F)cc2)C1 (stereo not given) | 72
COCCNC(=O)COc1ccccc1Cl | 128
N#CC(C(=O)NC1CCCCC1)c1nc2ccccc2nc1N1CCN(c2ccc(F)cc2)CC1 (stereo not given) | 91
COc1ccc(C)cc1-n1nnnc1SCc1cn2ccsc2n1 | 78
Cc1n[nH]c(C)c1Cc1ccc(C(=O)O)cc1 | 84
Cn1cnnc1SCC(=O)OCN1C(=O)c2ccccc2C1=O | 89
COc1ccccc1CNc1nc2nc(C)c(Cl)c(=O)n2[nH]1 | 94
CC(C)(C)C(=O)CSc1nc2ncc(Br)cc2[nH]1 | 95
Cc1nnc(SCC(=O)N2CCc3ccccc32)s1 | 89
c1ccc(Cc2nnc3sc(-c4ccncc4)nn23)cc1 | 98
CCOC(=O)c1cc(CNC(=O)c2c(C)oc3c2CCCC3)c(C)o1 | 94
CCN(CC)C(=O)Cc1cc(C(=O)O)c2ccccc2n1 | 116
CCCCn1c(C)cc2cc(O)ccc21 | 128
CCCSc1nnc(-c2ccccc2NC(=O)CC)c(=O)[nH]1 | 107

Next section, starting with the last 2 of the part before.
SMILES | SK-BR-3 tox 24h
CCCCn1c(C)cc2cc(O)ccc21 | 128
CCCSc1nnc(-c2ccccc2NC(=O)CC)c(=O)[nH]1 | 107
O=C(CCS(=O)(=O)c1cccs1)N1CCCC1 | 139
CC(=O)C(C)Oc1ccc2c3c(c(=O)oc2c1)CCCC3 (stereo not given) | 92
COc1ccccc1N(CC(O)CN(c1ccccc1)S(C)(=O)=O)S(=O)(=O)c1ccccc1 (stereo not given) | 100
CCOC(=O)C1CCN(C(=O)C2CCN(S(=O)(=O)c3cc(Cl)ccc3Cl)CC2)CC1 | 81
CNCCC(Oc1ccc(C(F)(F)F)cc1)c1ccccc1 (stereo not given) | 78
C=Cn1ccnc1P(=S)(c1ccc2c(c1)c1ccccc1n2CC)c1nccn1C=C | 87
CNC(=O)CSc1nnc(-c2cccnc2)n1CCc1ccccc1 | 110
CC1CCN(S(=O)(=O)c2cccc(C(N)=O)c2)CC1 | 96
CC(C)C(=O)Nc1ccc2c(c1)C(=O)N(CCC(=O)O)C2=O | 88
CC1CCCC(C)N1CC(O)COc1ccc(Cl)cc1 (stereo not given) | 81
CC(C)(C)NS(=O)(=O)c1ccc(OCC(=O)Nc2ccc3c(c2)OCCO3)cc1 | 91
CN(C)S(=O)(=O)c1cccc2nsnc12 | 100
CC(=O)N1CCC(C(=O)Nc2nc(-c3ccccc3)ns2)CC1 | 96
CC1=NC(C(F)(F)F)(C(F)(F)F)C2=C(CC(C)(C)CC2=O)N1Cc1ccco1 | 90
CCn1c(N)c(C(=O)NCC2CCCO2)sc1=S (stereo not given) | 91
COc1cccc(C2C(C(=O)c3cccs3)=C(O)C(=O)N2c2cc(C)on2)c1 (stereo not given) | 69
Cn1c(CCN2CCCCC2)nc2cc(NS(=O)(=O)c3ccc(Cl)cc3)ccc21 | 80
c1ccc(-n2cnc3cc(NCc4ccccn4)ccc32)cc1 | 85
COC(=O)CSc1nnc(CNS(=O)(=O)c2ccc(C)cc2)n1C | 66
Cc1ccccc1NC(=O)C1CCCN(S(=O)(=O)c2c(C)noc2C)C1 (stereo not given) | 75
O=C1C2C3C=CC(C3)C2C(=O)N1CNc1ccc(O)cc1 (stereo not given) | 97
CCOC(=O)CCc1c(C)nc2cc(-c3ccc(F)cc3)[nH]n2c1=O | 105
O=C1CCCN1CCCNc1ncnc2c1[nH]c1ccc(Cl)cc12 | 84
Clc1cc(Br)ccc1OCCOCCN1CCOCC1 | 100
O=C(CSc1nnc(-c2ccco2)n1-c1ccccc1)N1CCc2ccccc21 | 112

17 compounds from above, sorted by molar mass, high to low.
SMILES | SK-BR-3 tox 24h
C=Cn1ccnc1P(=S)(c1ccc2c(c1)c1ccccc1n2CC)c1nccn1C=C | 87
CC(C)(C)NS(=O)(=O)c1ccc(OCC(=O)Nc2ccc3c(c2)OCCO3)cc1 | 91
Cc1ccccc1NC(=O)C1CCCN(S(=O)(=O)c2c(C)noc2C)C1 (stereo not given) | 75
COC(=O)CSc1nnc(CNS(=O)(=O)c2ccc(C)cc2)n1C | 66
COC(=O)C1=C(C)NC(=O)CC1c1cc2c(cc1Br)OCO2 (stereo not given) | 105
Clc1cc(Br)ccc1OCCOCCN1CCOCC1 | 100
O=C(CN1CCN(c2ccccc2)CC1)Nc1ccccc1C(F)(F)F | 76
COc1ccc(C2=Nn3c(nnc3-c3ccc(OC)cc3)SC2)cc1 | 84
Cc1cc(C)nc(N(C#N)CN2C(=O)c3ccccc3S2(=O)=O)n1 | 104
CC(=O)N1CCC(C(=O)Nc2nc(-c3ccccc3)ns2)CC1 | 96
c1ccc(-n2cnc3cc(NCc4ccccn4)ccc32)cc1 | 85
O=S(=O)(c1ccccc1)N1CCSC1c1ccco1 (stereo not given) | 106
CCn1c(N)c(C(=O)NCC2CCCO2)sc1=S (stereo not given) | 91
CCN(CC)C(=O)Cc1cc(C(=O)O)c2ccccc2n1 | 116
c1ccc2[nH]c(NCCN3CCOCC3)nc2c1 | 98
CN(C)S(=O)(=O)c1cccc2nsnc12 | 100
N#Cc1c2n(cnc1=O)CCCCC2 | 79

(listing goes on)
SMILES | SK-BR-3 tox 24h
CN1CCc2c(c3c(n2C)CCN(C)[C@@H]3c2cccnc2)[C@H]1c1cccnc1 | 94
O=C(NCc1ccco1)c1cccc(NC(=O)c2ccccc2)c1 | 106
CN(C)CCN1C(=O)c2oc3ccccc3c(=O)c2C1c1ccccc1 (stereo not given) | 87
CC(=O)Nc1c(C(=O)c2ccccc2)oc2ccccc12 | 104
NC(=O)NC(=O)COC(=O)c1ccccc1Oc1ccccc1 | 83
C=CCn1c(=S)[nH]c2ccc(Br)cc2c1=O | 92
COc1ccc(Cl)cc1C(=O)NCC(c1ccco1)N1CCCC1 (stereo not given) | 62
COC(=O)C(C#N)c1nc2ccccc2nc1N1CCCC1 (stereo not given) | 112
CN1CCN(Cc2nc3c([nH]2)c(=O)[nH]c(=O)n3C)CC1 | 87
O=C(OCCCN1C(=O)c2ccccc2C1=O)c1ccco1 | 106
CC(C)c1c(O)nc(SCc2ccccc2)[nH]c1=O | 101
CCOC(=O)c1ccc2ncc(C(=O)OCC)c(NCCCN3CCOCC3)c2c1 | 98
COc1cccc(-c2nnc3n2N=C(c2cccc(Br)c2)CS3)c1 | 97
N=c1c(S(=O)(=O)c2ccc(Cl)cc2)cc2c(=O)n3ccccc3nc2n1CCN1CCOCC1 | 85
CCS(=O)(=O)NCCc1csc(C)n1 | 89
Cc1ccc(C(C)NC(=O)C2CCCO2)cc1C (stereo not given) | 92
CC(=C1C(=O)c2ccccc2C1=O)N1CCN(Cc2ccccc2)CC1 | 72
CCN(CC)c1cc2nonc2c2nonc12 | 95
CC(C)OCCCNC(=O)c1c(N)n(/N=C/c2ccccn2)c2nc3ccccc3nc12 | 109
CCCCCn1c(CNC(=O)c2cccs2)nc2ccccc21 | 76
CCC(C)(NC(=O)CNC(C)=O)C(=O)NC1CCCCC1 (stereo not given) | 89
COc1ccc(CN2CC(C(=O)NCCCN3CCCCCC3)CC2=O)cc1 (stereo not given) | 99
Cc1ccc2nc(C)c(C)nc2c1N | 79
CSc1oc(-c2ccc(F)cc2)nc1S(=O)(=O)c1ccccc1 | 109
COc1ccccc1N1CCN(C(=O)c2cc(-c3cccs3)on2)CC1 | 78

Additional structures:
SMILES | SK-BR-3 tox 24h
O=C(CSC1=NCCS1)N1CCN(c2ccccc2)CC1 | 94
Cc1ccc(C(=O)N2CCN(C)CC2)cc1S(=O)(=O)N1CCCCC1 | 77
COc1ccc(NC(=O)N2CCC(O)(c3cccnc3)CC2)c(OC)c1 | 108
OC(CCN1CCCCC1)(c1ccccc1)C1CCCCC1 (stereo not given) | 92
Cc1ccc2nc(-c3ccccc3Cl)cc(C(=O)Nc3cc(C)on3)c2c1 | 84
C=CCN=C(NC#N)SCC(=O)NC(C)(C)C | 95
O=C(O)C(Oc1ccc2c3c(c(=O)oc2c1)CCC3)c1ccccc1 (stereo not given) | 100
O=C(Nc1ccncc1)c1cccs1 | 108
CCCC1=[N+](CC)CCn2c(C)ccc21 | 94
COc1ccc(C2/C(=C(/O)c3ccc(Cl)cc3)C(=O)C(=O)N2CCN2CCOCC2)c(OC)c1 (stereo not given) | 81
Cc1ccc(CNc2ccc3c(c2)OCO3)cc1 | 78
CC(=O)Nc1cc(NC(C)=O)cc(C(=O)NC(C)(C)C)c1 | 85
Cn1c(=O)cc(SCC(=O)N2CCN(C3CCCCC3)CC2)c2ccccc21 | 100
N#CC1=C(N)N2C(=C(C#N)C1c1ccccc1)Sc1ccccc12 (stereo not given) | 82
CC(C)(C)c1cc(C(=O)NCc2cccnc2)ccn1 | 88
COc1cc2c(cc1OC)-c1nncn1C(C)(C)C2 | 77
CC(=O)C1=C(O)C(=O)N(c2cccc(C(=O)O)c2)C1c1ccccc1F (stereo not given) | 101
Cc1cccc(OCC(=O)NCC(=O)n2nc(C)cc2C)c1 | 64
CCOC(=O)C1C2C=CC3(CN(Cc4ccco4)C(=O)C13)O2 (stereo not given) | 101
O=C(COC(=O)c1cnccn1)c1ccc(Br)cc1 | 96
O=S(=O)(c1cccc(-c2csc(-c3cccnc3)n2)c1)N1CCCCC1 | 80
CCn1nnc(-c2ccccc2NC(=O)c2cc(OC)c(OC)c(OC)c2)n1 | 82
Cc1ccc2[nH]c(C)c(CN(C)C3CCN(C)CC3)c(=O)c2c1 | 26*
O=C(Nc1ccc2c(c1)OCCO2)c1ccc(Cl)c(S(=O)(=O)N2CCOCC2)c1 | 90
COC(=O)NC1CSCC1OC(=O)c1ccc(Br)cc1 (stereo not given) | 87

The listing continues.
SMILES | SK-BR-3 tox 24h
CCOC(=O)c1c2n(c3c(NCc4ccccc4)ncnc13)CCCC2 | 74
CCCCSc1nnc([C@H](CC(C)C)NC(=O)OC(C)(C)C)o1 | 81
CCOC(=O)C1CCCN(c2ccc(NC(=O)c3snc4c(=O)[nH]cnc34)cc2)C1 (stereo not given) | 85
CCCn1c(SCC(=O)Nc2ccccc2CC)nnc1C(C)C | 88
COc1nnc(-c2ccc(C(=O)N3C[C@@H]4C[C@H](C3)c3cccc(=O)n3C4)cc2)c2ccccc12 | 94
CC(C)Sc1oc(-c2ccco2)nc1S(=O)(=O)c1ccc(F)cc1 | 103
O=C(O)Cc1ccccc1C(=O)O | 127
COc1cccc(OC)c1C(=O)N1CCN=C1SCc1cccnc1 | 88
CCOC(=O)c1cccc(Nc2nc(C)cc(C)n2)c1 | 88
Cc1ccc(CN2C(=O)CCC2C(=O)NCCCN2CCCC(C)C2)cc1 (stereo not given) | 71
O=S(=O)(NCc1ccc2c(c1)OCO2)c1cccc2nsnc12 | 115
CCOC(=O)C1=C(C)Nc2ncnn2C1c1ccc(N(C)C)cc1 (stereo not given) | 117
COC(=O)c1[nH]c2cc(OC)c(OC)cc2c1NC(=O)c1cccc(OC)c1 | 104
COc1ccc(Cc2nn3c(-c4cc(OC)c(OC)c(OC)c4)nnc3s2)cc1 | 106
CC(C)(C)OC(=O)NC(CCCCNC=O)C(=O)O (stereo not given) | 100
O=C(CS(=O)(=O)c1ccccc1)N1CCCCCC1 | 105
CC1CC(C)CN(c2oc(-c3ccccc3Cl)nc2C#N)C1 (stereo not given) | 90
